Source: PubChem
BRCT PPI red = qHTS Assay for Inhibitors of BRCT-Phosphoprotein Interaction (Red Fluorophore); Potency, µM (doses to about 76.9 µM), inactives show at the top dose activity change, negative = inhibition, actives largely listed as inhibitors; BRCT-phosphopeptide binding, red fluorescence polarization; hit rate 0.03% among 75,000; AID 892, 2007; Breast cancer type 1 susceptibility protein (Homo sapiens), P38398; note: % is set by controls: 0 for no effect and ±100 for the full control effect
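Rhodamine-labelled pBACH1 10-mer (100 nM) bound to BRCT domain (100 nM) at pH 7.3; compounds incubated 12 min room temperature, polarization read. Free peptide defines full inhibition; unlabelled decapeptide titrated as control.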
15-hLO inh = qHTS Assay for Inhibitors of 15-hLO (15-human lipoxygenase); Polyunsaturated fatty acid lipoxygenase ALOX15 (Homo sapiens), P16050; purified 15hLO-1, xylenol orange hydroperoxide absorbance; Potency, µM (titrated, usually from 57.1 µM), without a hit: at the top dose activity change, negative = inhibition, usual class: inhibitors; hit rate 1.4% among 74,000; AID 887, 2007; note: potency is the fitted concentration of half-maximal effect; % is set by controls: 0 for no effect and ±100 for the full control effect; nearly all actives have a fitted effect of over 55% in size
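Purified human 15hLO-1 (40 nM final) in 25 mM Hepes pH 7.5, 0.01% Triton X-100 was preincubated with compound 15 min at room temperature, then reacted 6 min with 50 uM arachidonic acid; hydroperoxide detected by Fe-XO, 573/405 nm absorbance ratio.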
HADH2 inh = qHTS Assay for Inhibitors of HADH2 (Hydroxyacyl-Coenzyme A Dehydrogenase, Type II). recombinant HADH2, NADH fluorescence, beta-hydroxybutyryl-CoA. Potency, µM (highest dose often 57.1 µM), without a hit: at the highest dose activity change, negative = inhibition, hits mostly inhibitors. hit rate 3.4% among 73,000. AID 886, 2007; note: potency is the fitted concentration of half-maximal effect; % is set by controls: 0 for no effect and ±100 for the full control effect; nearly all actives have a fitted effect of over 60% in size; many of its hits are not listed in these tables
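Buffer 100 mM Tris-HCl pH 9.0/0.01% Tween-20; HADH2 20 nM; NAD+ 1 mM; beta-hydroxybutyryl-CoA 90 uM (all final). 15 min cpd preincubation, RT.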
Tau filament bind = qHTS Assay for Tau Filament Binding; recombinant tau filaments, thioflavin S fluorescence, 15 h; filaments grown with octadecylsulfate alongside compound; Potency, µM (titrated, usually from 57.1 µM), for the others: at the top dose activity change, negative = inhibition; hit rate 2% among 71,000; AID 596, 2007;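 note: potency is the fitted concentration of half-maximal effect; % is set by controls: 0 for no effect and ±100 for the full control effect; actives lower thioflavin S fluorescence by blocking filaments or displacing dye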
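Assay mix: 1 uM His-tagged tau, 30 uM sodium octadecylsulfate, thioflavine S dye in HEPES/NaCl/DTT buffer. Compound is added prior to the inducer. Fluorescence after 15 h at 37 C.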
BRCT PPI green = qHTS Assay for Inhibitors of BRCT-Phosphoprotein Interaction (Green Fluorophore); Breast cancer type 1 susceptibility protein (Homo sapiens), P38398; BRCA1 BRCT-phosphopeptide binding, green fluorescence polarization; Potency, µM (doses to about 76.9 µM), inactives show at the top dose activity change, negative = inhibition, usual class: inhibitors; hit rate 0.05% among 75,000; AID 875, 2007;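 note: potency is the fitted concentration of half-maximal effect; plate controls were peptide without protein for full effect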
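Fluorescence polarization: His-tagged BRCT (~35 kDa BRCA1 C-terminus, 250 nM) bound to 100 nM fluorescein-labeled phosphorylated 10-aa BACH1 peptide, pH 7.3 phosphate buffer with DTT and Tween 20. Compounds incubated 12 min at room temperature; inhibition read as lowered polarization.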
Casp7 inh = qHTS Assay for Allosteric/Competitive Inhibitors of Caspase-7; P55210; recombinant caspase-7, Ac-DEVD-AFC fluorescence rate; Potency, µM (titrated, usually from 57.5 µM), for the others: at the highest dose activity change, negative = inhibition, hits mostly inhibitors; hit rate 0.02% among 75,000; AID 889, 2007; active = well fitted inhibition curve with a large enough effect in the main read-out, with a control signal flat, not every such curve was filed as active; inconclusive = small, poorly fitted or top-dose-only effect, or a change in a side signal; note: potency is the fitted concentration of half-maximal effect; % of control where 0% means no effect
HEK293 cAMP cs = qHTS Assay for Agonists of the Thyroid Stimulating Hormone Receptor: Activators of Intracellular cAMP Concentrations in Parental HEK 293; parental HEK293 CNG cAMP sensor, membrane potential fluorescence; Potency, µM (highest dose often 57.1 µM), for inactives: top-dose activation, hits mostly activators; hit rate 2.5% among 73,000; AID 938, 2007; note: potency is the fitted concentration of half-maximal effect; % of control where 0% means no effect; nearly all actives have a fitted effect of over 55% in size
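Parental HEK 293 cells stably expressing a cAMP-gated CNG channel were loaded with membrane potential dye containing 100 uM RO 20-1724 for 60 min. Compound added for 30 min; depolarization read as fluorescence intensity at 590 nm.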
DNA Pol III inh = qHTS Assay for Inhibitors of DNA Polymerase III Holoenzyme System; reconstituted DNA polymerase III holoenzyme replication, biochemical; Potency, µM (series often up to 57.1 µM), for inactives: at the highest dose activity change, negative = inhibition; hit rate 0.25% among 71,000; AID 603, 2007; note: potency is the fitted concentration of half-maximal effect; % is set by controls: 0 for no effect and ±100 for the full control effect
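Reconstituted *E. coli* holoenzyme (0.35 nM Pol III, 1 nM beta, 154 nM SSB, 2 nM primase) was preincubated with compound for 15 min at RT. Synthesis on 1.4 nM ssM13Gori ran 35 min, then was stopped with PicoGreen/EDTA and read as dsDNA fluorescence.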
Rhodamine fluor = qHTS Assay for Spectroscopic Profiling in Rhodamine Spectral Region; max dye-equivalent concentration, M; Rhodamine-region fluorescence, 547/598 nm, Tris buffer; hits give high values; hit rate 0.05% among 59,000; in the data active = max dye-equivalent concentration above about 11 nM; inconclusive = between about 1.1 nM and that limit
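Compounds in 100 mM Tris buffer, pH 8.0, were incubated 15 min at room temperature, then read at 547 nm excitation and 598 nm emission. Fluorescence was normalized against a per-plate six-point rhodamine standard curve as dye-equivalent concentration.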
USP2a inh = qHTS Assay for Inhibitors of Ubiquitin-specific Protease USP2a. Ubiquitin carboxyl-terminal hydrolase 2 (Homo sapiens), O75604. USP2a enzymatic assay, qHTS inhibition. Potency, µM (highest dose often 38.3 µM), without a hit: top-dose activity change, negative = inhibition, usual class: inhibitors. hit rate 0.1% among 60,000. AID 927, 2007;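 note: potency is the fitted concentration of half-maximal effect; nearly all actives have a fitted effect of over 60% in size; plate controls were DMSO for no effect and NEM full inhibition control for full effect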
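Inhibition is measured in a cell-free coupled assay with 20 nM USP2 core, 20 nM Ub-PLA2 and 20 uM NBD C6-HPC, 2.5 h incubation. Activity normalized to NEM control.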
Casp1 inh = qHTS Assay for Allosteric/Competitive Inhibitors of Caspase-1. P29466. Potency, µM (highest dose often 57.5 µM), for inactives: top-dose activity change, negative = inhibition, actives largely listed as inhibitors. Caspase-1 enzyme, Ac-WEHD-AFC fluorogenic rate. hit rate 0.03% among 75,000;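 note: potency is the fitted concentration of half-maximal effect; plate controls were vehicle for no effect and no substrate for full effect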
* marks the source's active call; other numbers are inactive results; i = inactive; ? = inconclusive; · = not tested or not shown; [ ] = dose if it differs, or a comment. Unless noted, calls come from the whole dose curve; as a rule, active = well fitted curve in the direction sought with a large enough effect; inconclusive = small, poorly fitted or top-dose-only effect, or another doubt; inactive = no such curve, though single readings can be large; an effect the other way counts as inactive or inconclusive.

SMILES | BRCT PPI red | 15-hLO inh | HADH2 inh | Tau filament bind | BRCT PPI green | Casp7 inh | HEK293 cAMP cs | DNA Pol III inh | Rhodamine fluor | USP2a inh | Casp1 inh
CCN1CCN(Cc2ccc3c(c2)Cc2ccccc2-3)CC1 | 0.0% | 0.6% | 3.1% | -4.8% | -0.9% | 0.5% | 8.8% | -9.0% | · | 0.6% | -2.2%
COc1cccc(N2CCN(C(=O)CN(c3ccc(C)cc3)S(=O)(=O)c3c(C)n[nH]c3C)CC2)c1 | -0.5% | -2.7% | -4.4% | 15.9% | -0.5% | -1.3% | 3.6% | 1.3% | · | · | -1.7%
O=C(CSc1nnnn1Cc1ccccc1)NCC(=O)c1ccccc1 | -1.2% | -13.1% | -6.3% | -10.3% | 0.1% | 3.4% | 6.9% | -2.9% | i | -1.3% | -3.0%
C=CCNC(=O)CCCC(=O)NCC=C | -0.1% | 1.1% | -2.9% | -10.1% | 1.0% | -0.4% | 0.5% | 1.6% | i | 0.4% | -0.8%
CCC(=O)Nc1nc2ccc(NC(C)=O)cc2s1 | 0.1% | -14.2% | 11.6% | -9.9% | -3.4% | 0.8% | 1.7% | -7.5% | i | 5.2% | -2.3%
COC(=O)CSc1nnc(-c2ccc(OC)cc2OC)o1 | 0.6% | 10.0% | -5.4% | 8.8% | -0.5% | -0.5% | 10.8% | 4.5% | i | 0.2% | -0.1%
CCOC(=O)C(C(=O)OCC)C1N=C(N)N=C2Oc3ccccc3N21 (stereo not drawn) | 1.1% | 2.0% | ? | -1.7% | -3.2% | 0.9%[0.00368 µM] | 2.7% | 38.2% | i | -4.3% | -2.9%
Cc1ccccc1Cn1c2ccccc2c2cn[nH]c(=O)c21 | 0.0% | -15.6% | ? | · | 2.9% | -6.6% | 28.8% | · | · | · | -1.8%
Cc1nccn1CCCN1C(=O)OC2(CCCCC2)C1(C)O (stereo not drawn) | -2.1% | -8.6% | 2.4% | -12.1% | -1.8% | 1.1% | 6.5% | 4.7% | i | -2.4% | -0.9%
O=C(Nc1ccccc1OC(F)F)c1ccc(Br)o1 | -0.3% | 2.4% | 8.8% | 3.5% | -3.4% | 0.9% | 4.0% | -0.8% | i | 7.5% | -3.8%
CC(C)CC1NC2(C(=O)N(C)c3ccccc32)C2C(=O)N(C(C)C)C(=O)C12 (stereo not drawn) | -0.7% | 11.2% | -6.7% | 8.8% | -0.8% | 0.6% | 1.6% | -5.2% | · | · | -4.9%
O=C(c1ccncc1)c1ccc(N2CCN(C3CC(=O)N(Cc4ccccc4)C3=O)CC2)cc1 (stereo not drawn) | -1.4% | -27.0% | -3.3% | -25.2% | -3.8% | 2.5% | 25.7% | 4.7% | i | 37.9%[activator] | -0.3%
CCCC(=O)Nc1ccc(OCC(=O)OC)cc1 | 0.1% | 0.1% | 11.1% | -17.1% | -2.9% | 1.1% | 4.2% | -8.7% | i | 1.8% | 2.5%
COc1ccc(-c2nc(C#N)c(N3CCCCCC3)o2)cc1 | 0.5% | -16.5% | 25.1µM* | 24.9% | 0.2% | -0.8% | 20.9% | -2.4% | i | -6.9% | -4.6%
Cc1cc(=O)[nH]c(SCC2COC3(CCCCC3)O2)n1 (stereo not drawn) | 0.4% | 6.9% | 5.5% | -6.6% | -1.5% | 0.1% | -3.1% | -2.9% | · | 3.1% | -1.6%
COc1ccccc1C(=O)N1CCc2ccccc21 | -0.3% | -19.6% | 3.0% | 1.5% | -1.9% | -0.8% | -2.7% | -11.8% | i | -6.4% | 1.5%
Cc1ccc(NCN2C(=O)c3ccccc3C2=O)c(C)c1 | -1.6% | 9.2% | 2.6% | -3.4% | 0.0% | -1.4% | 5.6% | -7.5% | i | 0.2% | 0.1%
COc1cc(-c2nnc(SCc3cc(=O)oc4cc(C)ccc34)o2)cc(OC)c1OC | -1.5% | -8.1% | 5.8% | -29.5% | -1.3% | -0.2% | 1.7% | 4.0% | i | 30.8%[activator] | -4.1%
COc1ccc(C2C(C(=O)N3CCOCC3)CCC(=O)N2c2ccc(OC)cc2)cc1 (stereo not drawn) | -2.3% | 13.9% | 10.4% | -3.1% | -1.5% | -0.4% | 3.2% | 2.4% | i | 5.4% | -0.3%
CC1Cc2ccccc2N1C(=O)c1cccnc1 (stereo not drawn) | -1.5% | 3.2% | 5.8% | 2.7% | 1.5% | 3.7% | 26.5% | 2.6% | i | -5.8% | -2.0%
O=C(Cn1cccc1)Nc1ccc(F)cc1F | -0.5% | 3.4% | 3.3% | 6.5% | -0.9% | 0.3% | 7.9% | -5.5% | i | -6.6% | 2.0%
CC(C)NC(=O)N1CC2(CCN(C(=O)c3ccncc3)CC2)C1 | 0.8% | 10.3% | -8.5% | 14.5% | -1.6% | 0.7% | 4.1% | -0.6% | i | -17.7% | 0.0%
CCCNC(=O)OC[C@@H]1O[C@H](CCON=C(C)C)C=C[C@@H]1Oc1ccc(OC)cc1 | 0.7%[15.4 µM] | 0.3%[11.4 µM] | -5.1%[11.4 µM] | · | -0.6%[15.4 µM] | 0.0%[11.5 µM] | -2.2%[11.4 µM] | · | · | · | -3.6%[11.5 µM]
O=C(CSc1nnc(-c2ccccc2Cl)n1Cc1ccco1)Nc1ccc2c(c1)OCCO2 | 1.6% | -8.6% | 5.2% | -8.7% | -3.5% | -2.5% | ? | 2.4% | i | 31.7%[activator] | -1.1%

3 structures out of the list, sorted by SMILES length, lowest first.
SMILES | BRCT PPI red | 15-hLO inh | HADH2 inh | Tau filament bind | BRCT PPI green | Casp7 inh | HEK293 cAMP cs | DNA Pol III inh | Rhodamine fluor | USP2a inh | Casp1 inh
O=C(Nc1ccccc1OC(F)F)c1ccc(Br)o1 | -0.3% | 2.4% | 8.8% | 3.5% | -3.4% | 0.9% | 4.0% | -0.8% | i | 7.5% | -3.8%
COc1ccc(-c2nc(C#N)c(N3CCCCCC3)o2)cc1 | 0.5% | -16.5% | 25.1µM* | 24.9% | 0.2% | -0.8% | 20.9% | -2.4% | i | -6.9% | -4.6%
COc1cccc(N2CCN(C(=O)CN(c3ccc(C)cc3)S(=O)(=O)c3c(C)n[nH]c3C)CC2)c1 | -0.5% | -2.7% | -4.4% | 15.9% | -0.5% | -1.3% | 3.6% | 1.3% | · | · | -1.7%

(further entries)
SMILES | BRCT PPI red | 15-hLO inh | HADH2 inh | Tau filament bind | BRCT PPI green | Casp7 inh | HEK293 cAMP cs | DNA Pol III inh | Rhodamine fluor | USP2a inh | Casp1 inh
CCOc1ccc2sc(NS(=O)(=O)c3ccc(OC)c(OC)c3)nc2c1 | 1.2% | 0.7% | 0.9% | 6.0% | 1.2% | -0.8% | 12.4% | -5.5% | i | 4.6% | -0.2%
N#Cc1cc2sc3nc4ccccc4n3c2cc1C#N | 1.3% | 4.5% | 3.7% | 2.9% | -2.9% | -3.4% | -6.7% | 5.2% | i | -8.7% | -1.0%
CCC(CO)N=CC1=C(O)CC(C)(C)CC1=O (stereo not drawn) | 0.2% | 11.5% | 4.8% | 2.0% | -2.0% | -0.3% | -0.4% | -6.7% | · | 4.9% | -2.3%
CCS(=O)(=O)N1CCCC(C(=O)NCc2cccnc2)C1 (stereo not drawn) | -1.3% | 0.4% | 0.6% | -3.5% | -2.2% | -0.4% | 4.7% | -8.6% | i | 5.5% | 1.7%
Cc1ccc(C(=O)NCc2ccc3c(c2)OCO3)cc1N1CCCC1=O | -2.1% | 1.0% | 2.6% | 6.9% | -2.1% | -8.2% | -1.8% | -2.1% | · | · | -2.6%
Cc1ccc(OC(=O)CCC(=O)N2CCc3ccccc32)cc1 | -1.0% | 4.8% | -2.4% | 12.4% | -0.3% | -2.6% | 0.8% | 1.7% | · | 5.9% | -2.0%
c1ccc(CNc2ncnc3ccc(-c4cccnc4)cc23)cc1 | -0.5% | 15.9% | -4.2% | 9.4% | 1.7% | -2.8% | 16.6% | -0.9% | i | 207.1%[activator] | -4.4%

A portion of the library; the hit share may differ from the screen's.
